Anthrax LF prot: inhibitors of Bacillus anthracis lethal factor protease; P15917; multiplex microsphere protease cleavage assay, LF; inhibition, % at 10 µM; actives 0.12% (n = 360,000); also: plate controls were buffer without enzyme for full effect and enzyme alone for no effect
Target sequence (P15917 whole entry, looked up): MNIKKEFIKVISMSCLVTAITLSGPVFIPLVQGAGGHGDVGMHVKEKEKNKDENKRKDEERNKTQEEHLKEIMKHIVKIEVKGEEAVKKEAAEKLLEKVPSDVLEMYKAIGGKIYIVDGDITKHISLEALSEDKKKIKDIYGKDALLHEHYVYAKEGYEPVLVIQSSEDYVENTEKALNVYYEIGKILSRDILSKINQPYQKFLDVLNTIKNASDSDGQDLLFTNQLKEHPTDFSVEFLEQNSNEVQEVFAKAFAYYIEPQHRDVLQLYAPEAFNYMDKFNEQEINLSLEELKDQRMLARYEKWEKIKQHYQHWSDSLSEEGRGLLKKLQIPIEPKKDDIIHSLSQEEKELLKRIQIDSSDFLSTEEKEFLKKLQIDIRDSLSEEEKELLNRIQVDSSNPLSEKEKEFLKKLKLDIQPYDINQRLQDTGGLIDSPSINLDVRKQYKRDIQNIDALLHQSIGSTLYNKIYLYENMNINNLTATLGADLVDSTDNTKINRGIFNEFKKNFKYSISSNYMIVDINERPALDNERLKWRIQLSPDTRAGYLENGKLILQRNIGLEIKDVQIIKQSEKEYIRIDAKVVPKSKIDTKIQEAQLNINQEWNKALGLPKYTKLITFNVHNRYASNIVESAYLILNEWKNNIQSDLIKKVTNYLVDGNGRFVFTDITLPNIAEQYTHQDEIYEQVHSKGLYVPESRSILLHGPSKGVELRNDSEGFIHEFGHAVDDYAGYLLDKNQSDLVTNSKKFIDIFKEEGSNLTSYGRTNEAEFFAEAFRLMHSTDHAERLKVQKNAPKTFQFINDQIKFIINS
PriA SSB inh: blocks PriA binding to SSB C-terminal tail | AlphaScreen SSBct-PriA binding, biotinylated peptide | inhibition, % at 33 µM | actives 0.6% (n = 430,000) | AID 1272365; in the data active = inhibition mostly above about 37%, no sharp cut-off; inactive = mostly below about 20%;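 also: plate controls were negative control peptide for no effect and reference peptide for full effect; strong numbers were not always called active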
VHR inh abs: inhibitors of human VHR1 phosphatase (DUSP3). actives 0.52% (n = 290,000). recombinant VHR phosphatase, pNPP absorbance. inhibition, % at 13.3 µM. P51452. AID 1654; in the data active = inhibition above about 50%; also: some compounds called inactive have numbers as strong as hits
Rv3671c inh: inhibitors of M. tuberculosis serine protease Rv3671c | inhibition, % at 5.96 µM | actives 0.048% (n = 320,000) | AID 2606; in the data active = inhibition above about 38%;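 also: extracellular domain of Rv3671c used as enzyme; 0% = enzyme with DMSO and 100% = no enzyme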
PrPC surface inh: cell surface PrPC inhibition, primary TR-FRET screen; TR-FRET read-out; P04156; inhibition, % at 13.8 µM; actives 0.43% (n = 370,000); in the data active = inhibition above about 24%; also: 0% = median of the test wells and 100% = reference compound wells
MazEF act: MazEF (E. coli) toxin RNase activation; activation, % at 20 µM; AID 504720; actives 0.32% (n = 350,000); FAM/BHQ RNA-DNA oligo cleavage fluorescence, 5 h; in the data active = activation above about 50%
Target sequence (P0AE70 whole entry, looked up): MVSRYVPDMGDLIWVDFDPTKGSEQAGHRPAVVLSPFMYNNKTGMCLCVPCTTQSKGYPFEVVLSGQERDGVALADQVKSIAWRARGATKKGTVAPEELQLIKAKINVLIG
SARS 3CLpro inh: SARS-CoV 3CLpro protease inhibition; recombinant SARS-CoV 3CLpro, quenched FRET peptide cleavage; inhibition, % at 6 µM; actives 0.14% (n = 290,000); AID 1706; P0C6X7; in the data active = inhibition above about 12%
BoNT F protease: blocks Botulinum neurotoxin F light chain protease | Multiplex microsphere protease cleavage assay, flow cytometry | actives 0.22% (n = 360,000) | AID 588497 | inhibition, % at 10 µM; in the data active = inhibition above about 35%, passing the limit was not always enough; inconclusive = no clear call, values can overlap the other calls; also: plate controls were buffer without enzyme for full effect and enzyme alone for no effect
BoNT-A LC inh2: BoNT A light chain protease inhibition. multiplex microsphere protease substrate cleavage, flow cytometry. inhibition, % at 10 µM. actives 0.17% (n = 360,000). AID 588499; also: plate controls were buffer without enzyme for full effect and enzyme alone for no effect
CCHF vOTU inh: CCHFV vOTU protease inhibition; Pep-AMC fluorescence; inhibition, % at 11.5 µM; actives 0.55% (n = 370,000); AID 651958; in the data active = inhibition above about 30%; also: 0% = vehicle wells with enzyme and 100% = no enzyme wells
Numbers without * were called inactive; i = inactive; ? = inconclusive; . = not tested or not shown; & = joins results of further samples. Rule as the data show it, unless noted: active = inhibition above about 30%; inconclusive = no clear call, values can overlap the other calls; inactive = below that. This is a subset, so the mix of outcomes need not match the whole.

SMILES | Anthrax LF prot | PriA SSB inh | VHR inh abs | Rv3671c inh | PrPC surface inh | MazEF act | SARS 3CLpro inh | BoNT F protease | BoNT-A LC inh2 | CCHF vOTU inh
O=C(Nc1nc2ccc([N+](=O)[O-])cc2s1)c1ccc(S(=O)(=O)N2CCCc3ccccc32)cc1 | -3 | 3 | -15 | -3 | . | -15 | 1 | -4 | 0.7 | .
COc1ccc(S(=O)(=O)N2CCCCC2)cc1NC(=O)c1ccco1 | -3 | -15 | 8 | -2 | 1 | -2 | -3 | 3 | -2.9 | -2
O=C(Nc1ccc(Br)cc1)c1ccc(N2C(=O)C3CC=CCC3C2=O)cc1 (centres undefined) | -1 | -10 | 7 | -20 | -1 | 4 | 3 | 1 | 0.6 | 12
C/C(N)=C(/C#N)C(=O)CSc1nc2scc(-c3ccc(F)cc3)c2c(=O)n1C | 0 | -4 | 6 | -10 | -20 | 29 | -2 | -4 | 0.2 | -8
CC1CCCN(C(=O)CNC(=O)c2sc3ccccc3c2Cl)C1 (centres undefined) | 3 | -16 | . | . | -2 | 0 | . | -6 | 1.1 | 0
CN1C(=O)SC(Nc2ccccc2C(=O)O)C1=O (centres undefined) | 1 | -9 | 18 | -5 | -5 | -3 | 3 | 5 | 0.5 | -13
CCn1nnc(NC(=O)Cc2ccc(Cl)cc2)n1 | -1 | -9 | -18 | 8 | -1 | 7 | 1 | -2 | -0.4 | 4
COC(=O)c1c(NC(C)=O)sc(Cc2ccccc2)c1C | -6 | -11 | 23 | 3 | 5 | 8 | 1 | -28 | -2.8 | 13
CCSc1nc(=S)n(CC)c(C)c1C(C)=O | -1 | -3 | 28 | -4 | 1 | -2 | -2 | -2 | 0.2 | -3
CN1CCN(C(=O)CCCN2C(=O)/C(=C/c3cccc(Br)c3)SC2=S)CC1 | -3 | 16 | 11 | . | 1 | -34 | 1 | -4 | -1.5 | 14

Continued, overlapping the part above by six compounds.
SMILES | Anthrax LF prot | PriA SSB inh | VHR inh abs | Rv3671c inh | PrPC surface inh | MazEF act | SARS 3CLpro inh | BoNT F protease | BoNT-A LC inh2 | CCHF vOTU inh
CC1CCCN(C(=O)CNC(=O)c2sc3ccccc3c2Cl)C1 (centres undefined) | 3 | -16 | . | . | -2 | 0 | . | -6 | 1.1 | 0
CN1C(=O)SC(Nc2ccccc2C(=O)O)C1=O (centres undefined) | 1 | -9 | 18 | -5 | -5 | -3 | 3 | 5 | 0.5 | -13
CCn1nnc(NC(=O)Cc2ccc(Cl)cc2)n1 | -1 | -9 | -18 | 8 | -1 | 7 | 1 | -2 | -0.4 | 4
COC(=O)c1c(NC(C)=O)sc(Cc2ccccc2)c1C | -6 | -11 | 23 | 3 | 5 | 8 | 1 | -28 | -2.8 | 13
CCSc1nc(=S)n(CC)c(C)c1C(C)=O | -1 | -3 | 28 | -4 | 1 | -2 | -2 | -2 | 0.2 | -3
CN1CCN(C(=O)CCCN2C(=O)/C(=C/c3cccc(Br)c3)SC2=S)CC1 | -3 | 16 | 11 | . | 1 | -34 | 1 | -4 | -1.5 | 14
CCCCCOC(=O)C1=C(C)N(C)C(=O)NC1c1cc(Br)c(O)c(OC)c1 (centres undefined) | -1 | 14 | 2 | -4 | 6 | -6 | -2 | -39 | -3.6 | 16
CCOC1(c2ccccc2)CC1C(=O)N/N=C/c1cccc([N+](=O)[O-])c1 (centres undefined) | 0 | i | 10 | 3 | -8 | 8 | -7 | -4 | -0.4 | -10
Cc1cc(-n2c(C)cc(C(=O)CSc3nnc4sc5ccccc5n34)c2C)no1 | -4 | -2 | 27 | 0 | 8 | 6 | -3 | -19 | -1.6 | 15
COc1ccc(C(=O)OCC(=O)Nc2sccc2C(N)=O)cc1OC | 0 | 4 | -1 | -7 | 0 | 14 | 5 | -2 | -0.7 | -9
CCCOC(=O)C(=O)NNc1ccccc1 | -1 | 11 | -26 | 6 | 10 | -2 | -1 | -3 | 0.1 | -7
CC(C)C(OC(=O)CN1C(=O)COc2ccccc21)C(=O)NC1CCCCC1 (centres undefined) | 0 | 0 | 2 | 3 | 11 | 6 | -2 | 5 | -0.5 | 9
CSCCC(NS(=O)(=O)c1ccccc1F)C(=O)NC(C)c1ccccc1 (centres undefined) | 1 | -7 | 12 | -3 | 0 | -4 | 2 | -1 | 0.0 | -7
COc1cccc(NS(=O)(=O)c2ccc(OC)c(OC)c2)c1 | -4 | -14 | 9 | -12 | -3 | -7 | 4 | -6 | -0.5 | -7
COc1cccc(OC)c1C(=O)Nc1cccc(-c2ccc3nncn3n2)c1 | -6 | -10 | 10 | -4 | -13 | -3 | 3 | 1 | -0.9 | -5
Cc1c(NC(=O)c2cnn3c(C(F)(F)F)cc(-c4ccco4)nc23)c(=O)n(-c2ccccc2)n1C | 0 | 11 | -21 | -4 | 0 | 1 | 0 | 1 | -0.1 | -2
O=C(NNC1CC(=O)N(c2ccc(Br)cc2)C1=O)c1ccccn1 (centres undefined) | 2 | -11&-3 | 15 | -1 | 3 | 1 | 2 | -5 | -0.3 | -2
COC(=O)c1c(C(=O)OC)c(-c2ccccc2)n2c1CS(=O)(=O)C2 | -7 | -11 | 26 | -3 | -8 | 2 | 4 | 2 | -0.7 | -7
CCCCOc1ccc(/C=C/C(=O)OCC(=O)NC2CCS(=O)(=O)C2)cc1OCC (centres undefined) | 2 | -13 | . | 5 | -3 | 7 | . | -9 | 2.1 | -1
O=[N+]([O-])c1cccc(C(=S)N2CCCC2)c1 | 0 | -19 | 2 | -7 | -1 | -16 | 0 | 0 | -0.5 | 27
Cc1ccc(S(=O)(=O)Nc2cc(C)cn(Cc3ccccc3)c2=O)cc1 | -4 | -2 | 3 | 4 | -1 | 3 | 2 | -24 | -0.3 | 10
Cc1c(C(=O)N(C)Cc2nc3ccccc3c(=O)[nH]2)oc2ccccc12 | -1 | -15 | . | -3 | 3 | 2 | . | -6 | -0.5 | 2
COC(=O)c1ccc(NC(=O)c2ccccc2CC[N+](=O)[O-])cc1 | -12 | -1 | 12 | -7 | 4 | 7 | 0 | 9 | 0.2 | -6
CC(NC(=O)CNC(=O)c1cccs1)c1cccc(C(F)(F)F)c1 (centres undefined) | -2 | -13 | . | 8 | -10 | -2 | . | -4 | -3.3 | -6
CCOc1cc(S(=O)(=O)N2CCN=C2Cc2ccccc2)ccc1F | 0 | -10 | 4 | -6 | 3 | 5 | 3 | -2 | 1.7 | -11
Cc1ccccc1C(=O)N1CCN(c2ccc([N+](=O)[O-])c(NCc3cccnc3)c2)CC1 | -2 | 18 | 7 | 2 | -19 | 3 | -5 | -1 | 0.8 | 1
O=C(COc1coc(CN2CCN(c3ccccc3F)CC2)cc1=O)NC1CCCCC1 | -1 | -10 | . | 0 | -1 | 7 | . | 4 | 1.7 | -8
Cc1cc(Oc2ccccc2)nc(-c2ccccc2)n1 | -4 | -100 | 6 | -7 | -5 | -29 | -7 | -11 | -0.2 | -12
NS(=O)(=O)c1ccc(NCc2ccccc2OCc2ccccc2F)cc1 | 6 | 9 | 20 | -1 | 10 | -7 | 2 | -7 | -0.8 | 5
Cc1cc(Cl)nc(Cl)c1C(=O)N1CCOCC1 | -4 | -1 | 5 | -10 | 3 | 1 | 1 | 1 | 0.6 | -13
O=C(CSc1ncn[nH]1)Nc1ccc(Cl)c(Cl)c1 | -3 | -16 | -9 | -6 | 14 | 5 | 3 | 2 | 0.0 | -2
COc1cc(C(=O)NC(C)CCc2ccccc2)cc(OC)c1OC (centres undefined) | 9 | -11 | 2 | -7 | -2 | 1 | -5 | ? | 2.4 | -10
CCN(C(=O)COc1ccc(C)nc1[N+](=O)[O-])C1CCS(=O)(=O)C1 (centres undefined) | 1 | 4 | 3 | 3 | -6 | -3 | -3 | 4 | 0.2 | -16
CC(Oc1ccc2ccc(=O)oc2c1)C(=O)NC(Cc1c[nH]c2ccc(O)cc12)C(=O)O (centres undefined) | 2 | -6 | 8 | 4 | 2 | 6 | -6 | 5 | 0.1 | 2
CCn1nnc(NC(=O)c2ccc(-c3ccccc3[N+](=O)[O-])o2)n1 | 6 | -4 | 9 | -1 | -2 | 5 | -38 | 3 | -0.3 | -3
COc1cc(NC(=O)CSc2nc(=O)n(CCN3CCOCC3)c3c2CCC3)cc(OC)c1 | -1 | -15 | . | 5 | -2 | 3 | . | 13 | -2.7 | -1
O=C(CSc1cccc2cccc(Cl)c12)NCc1cccs1 | 1 | 4 | 2 | 5 | 0 | -12 | 2 | 1 | 1.3 | -4
O=C1NN(c2cccc(Br)c2)C(=O)/C1=C\c1ccccc1 | -14 | -10 | 2 | 0 | -3 | 2 | 3 | -9 | -0.4 | 24
COc1ccccc1-c1nc(C#N)c(N2CCCCCC2)o1 | -18 | 34 | 14 | -6 | 4 | 5 | 0 | -6 | 0.5 | -146
O=C(Nc1ccc(Cl)cc1)c1cnc(-c2ccccc2)nc1-c1ccccc1 | -12 | -20 | 10 | 1 | 4 | -80 | 4 | -2 | 0.0 | -2
CCN(CC(=O)NCc1ccc(Cl)cc1)C(=O)COc1cccc(C(F)(F)F)c1 | -2 | 7 | . | -8 | -3 | -1 | . | ? | 1.2 | 4
Cc1cccc(NS(=O)(=O)c2cccc(C(=O)NCC(c3ccco3)N(C)C)c2)c1 (centres undefined) | -5 | -4 | . | -6 | 4 | -5 | . | -21 | -1.9 | -7
Cc1cc(C(=O)NCc2ccco2)c2ccccc2n1 | -1 | 1 | 27 | -11 | -3 | 1 | 3 | -4 | 0.6 | 3
CCOc1cccc(C(=O)Nc2cccc(-c3nnc(-c4ccc(C)cc4)o3)c2)c1 | 1 | -12 | 12 | 1 | -4 | -8 | -5 | -6 | -0.6 | -10
O=C(Cc1nn[nH]n1)c1ccccc1O | 1 | -18 | -5 | -5 | -2 | -3 | 1 | 2 | -0.1 | 1
COc1ccc(/C=C/C(=O)Nc2ccc(N3CCOCC3)cc2)cc1 | 0 | 4 | 43 | -14 | 10 | 6 | 1 | -5 | 0.2 | 3
CC(C)CCNC(=O)CCc1nnc(COc2ccccc2)o1 | -3 | -17 | 16 | . | -5 | -3 | 1 | 3 | 0.1 | -13
CCn1c(C)cc(/C=C2/SC(=O)N(C(C)C(=O)OC)C2=O)c1C (centres undefined) | 4 | -3 | 31 | 2 | -7 | -3 | 3 | ? | 0.7 | 15
CC(C)NS(=O)(=O)c1ccc(NC(=O)C(C)OC(=O)CCC(=O)c2cccs2)cc1 (centres undefined) | ? | 5 | . | 3 | 1 | 5 | . | ? | ? | -3
CCOc1ccc(Nc2nc3ccccc3c(=O)s2)cc1 | -5 | -5 | 26 | 21 | 0 | -1 | -4 | 4 | 2.4 | -3
CN(Cc1nc(-c2ccccn2)no1)S(=O)(=O)c1ccccc1 | 1 | -3 | 21 | -2 | -4 | 0 | 9 | 0 | 0.2 | 9
Cn1ncc([N+](=O)[O-])c1C(=O)N1CCOCC1 | -4 | -7 | 17 | 1 | -3 | 2 | -1 | 0 | -0.1 | 13
O=C(COC(=O)CSc1ccccc1)NC1CCS(=O)(=O)C1 (centres undefined) | -1 | . | . | . | -5 | 11 | . | -3 | -0.5 | 0
c1ccc([C@H]2CNCCN2CCc2cccc3ccccc23)cc1 | 2 | 7 | . | 1 | 0 | 22 | . | -16 | 0.0 | 14
CC(C)(C)S(=O)(=O)c1cnc(-c2cnccn2)nc1N | 9 | -10 | -12 | -1 | -10 | -1 | 1 | 5 | -0.2 | 0
O=C(CSc1nnc(Cn2c(=O)sc3ccccc32)n1CCc1ccccc1)N1CCCC1 | -2 | 1 | 30 | 3 | -8 | 4 | -4 | -7 | -0.8 | 4
CC(C)(C)c1ccc(C(=O)N2CCC(C(=O)NC3CCCCCC3)CC2)cc1 | 1 | -14 | 14 | -1 | 2 | 22 | 3 | 3 | 1.4 | 6
O=C(C1CCN(S(=O)(=O)c2ccc(Br)cc2)CC1)N1CCOCC1 | 1 | -23 | 24 | -3 | -1 | 7 | -4 | 9 | 2.9 | -2
